# Screening results from PubChem BioAssay.
# H9c2 TAG inh: reduces triacylglycerol accumulation in H9c2 cells. Nile Red lipid (TAG) fluorescence; cells loaded with 200 µM oleic acid. AID 651582. inhibition, % at 12.5 µM. actives 0.66% (n = 230,000);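 active = pattern-corrected inhibition of lipid staining of at least 50% with the nuclear-stain viability signal not falling by more than 50%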;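 also: 0% = DMSO wells and 100% = triacsin C control wells; some results filed as inactive read as strong as hits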
# H9c2 TAG inh DAPI viability: recorded beside H9c2 TAG inh, whose call it bears; DAPI nuclei signal change (viability), lower = more cytotoxic, %;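 whole-well DAPI fluorescence read on a plate reader as a viability signal; minus 50 percent equals half of cells still viable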
# Active calls of the source: *; & = joins results of further samples. A portion of the library; the hit share may differ from the screen's.
SMILES,H9c2 TAG inh,H9c2 TAG inh DAPI viability
CN(C(=O)COC(=O)c1ccccc1SCC(=O)N1CCCC1)C1(C#N)CCCCC1,7.6,0.2
Cc1ccc(CNC(=O)c2ccc(N3CCC4(CC3)CC(c3cccc(Br)c3)=NO4)c(NC(=O)c3c(Cl)cccc3Cl)c2)cc1,13.1,2.2
O=C(CNc1cc(S(=O)(=O)N2CCCC2)ccc1OCC(F)(F)F)Nc1cccc(C(F)(F)F)c1,-13.1,8.6
Cc1cc(Nc2nc3c(c(=O)n(C)c(=O)n3C)n2C)n(-c2ccc(Cl)cc2)n1,0.5,4.1
CCOC(=O)C1CCN(C(=O)c2ccc(S(=O)(=O)Nc3ccccc3OC)cc2)CC1,-30.6,6.0
c1ccc(N2CCN(c3nc4ccccc4n4nnnc34)CC2)cc1,11.2,2.8
CC1C(=O)N2CCCc3cc(NC(=O)C4CC4)cc1c32 (stereo not given),7.9,-3.8
C=CCC[C@H](Cc1ccc(F)cc1)C(=O)OC[C@@H](Cc1c[nH]c2ccccc12)NC(=O)[C@H](CC=C)CC(=O)NCCO,15.3,-2.3
CC1(C)C2CCC1(C)C(Nc1ccccc1)C2 (stereo not given),-13.0,-6.8
Cc1cccc(N(CC(=O)NCc2ccc(F)cc2)C(=O)c2csnn2)c1C,-10.7,-2.2
CCOC(=O)Cc1csc(NC(=S)NC(=O)c2cc(OC)c(OC)c(OC)c2)n1,-0.5,6.5
Cc1csc(=O)n1CCC(=O)OCC(=O)Nc1ccc(Cl)cn1,5.8,-1.2
C/C=C/c1ccc(OCC(O)CN2CCCCCCC2)c(OC)c1 (stereo not given),-37.1,19.7
CC(=O)Oc1ccc(/C=C2\N=C(C3CCCCC3)OC2=O)cc1,14.4,-5.2
Cc1ccc([N+](=O)[O-])cc1S(=O)(=O)N(C(=O)c1ccncc1)c1ccc2oc3c(c2c1)CCCC3,-21.4,-0.8
COC(=O)c1sccc1NC(=O)Nc1cccc([N+](=O)[O-])c1,2.1,-3.6
CCOc1ccccc1N(CC(=O)Nc1c(C)n(C)n(-c2ccccc2)c1=O)S(=O)(=O)c1ccccc1,9.8,-6.4
COc1cccc(NC(=O)CN(C)CC(=O)Nc2ccc(C)cc2Cl)c1,-3.7,-4.3
O=C(Nc1ccc(C(=O)N2CCCC2)cc1)c1cc(F)c(F)cc1Cl,0.5,0.2
O=Cc1ccc(-c2cccc([N+](=O)[O-])c2)o1,0.0,3.2
CCN1CCCC1CNCC(O)COc1ccc(C(C)(C)C)cc1C (stereo not given),-17.0,-2.0
NS(=O)(=O)c1ccc(CCNC(=O)COC(=O)CCc2c[nH]c3ccccc23)cc1,6.9,-5.8
C[C@H](CCC(=O)O)[C@H]1CC[C@H]2[C@@H]3[C@H](O)C[C@@H]4C[C@H](O)CC[C@]4(C)[C@H]3C[C@H](O)[C@]12C,20.6&-11.6,9.0&-0.9
O=C(O)C1CCc2nc(NCc3ccccc3)nc(NCc3ccccc3)c2C1 (stereo not given),-10.8,10.5
Cc1cccc(C(=O)N2CCC(c3nc4ccccc4s3)CC2)c1,-20.6,12.0
# More compounds follow.
SMILES,H9c2 TAG inh,H9c2 TAG inh DAPI viability
c1ccc(Nc2cccc(Nc3ccccc3)n2)cc1,47.4,24.8
COc1ccc(C(=O)NCCCN2CCOCC2)cc1S(=O)(=O)N1CCCc2ccccc21,-0.8,2.1
Cc1ccc(S(=O)(=O)N2CCC[C@H]2C(=O)NCc2ccccc2Cl)cc1,-20.9,-4.5
CC(=O)c1ccc(N2CCN(C(=O)c3ccc4c(c3)OCO4)CC2)cc1,8.3,-7.9
O=C(NCc1ccc2c(c1)OCO2)c1cc2c(s1)CSC2,-5.1,-8.0
Cn1c(=O)n(-c2ccccc2)c(=O)c2c3c(sc21)COC(C)(C)C3,4.5,2.6
CCN(CC)S(=O)(=O)c1ccc(C)c(NC(=S)NC2CCCCC2)c1,8.0,-10.1
COc1ccc(CC(N)c2csc(Nc3nccc(C(F)(F)F)n3)n2)cc1 (stereo not given),12.8,-7.1
c1ccc(CNc2nc(Oc3ccncc3)c3sccc3n2)cc1,9.8,-3.9
COC(=O)C1(Cc2ccc3c(c2)CCC3)Cc2ccc3c(c2C1=O)CCC3 (stereo not given),-30.3,-0.3
COc1ccc(C(=O)NC(=S)N2CCN(c3ccc([N+](=O)[O-])cc3)CC2)cc1,5.0,-0.5
COc1ccc(C(CNC(=O)CSc2ccccc2)N2CCOCC2)cc1 (stereo not given),19.5,-14.2
Cn1cccc1C(=O)NC(=O)COC(=O)CCNS(=O)(=O)c1cccc(C(F)(F)F)c1,1.3,7.0
CCOC(=O)C1CCN(C(=O)CN(c2ccc3c(c2)OCCO3)S(=O)(=O)c2ccccc2)CC1,3.0,-3.0
NS(=O)(=O)c1ccc(Nc2nc(-c3cccnc3)cs2)cc1,1.0,9.2
Cc1cc(=O)n2c3ccccc3n(CC(O)CN3CCN(Cc4ccccc4)CC3)c2c1C#N (stereo not given),9.6,4.5
COC(=O)[C@H](C)N(Cc1ccc(Cl)c(Cl)c1)S(=O)(=O)CCN1CCN(c2ccccc2)CC1,1.8,2.3
Cn1c(=O)c2c(-c3ccccc3F)c3c(nc2n(C)c1=O)-c1ccccc1C3O (stereo not given),-1.2,0.5
O=C(Cc1n[nH]c(=O)[nH]c1=O)N/N=C/c1c(O)ccc2ccccc12,-15.1,8.1
CCOc1ccc(S(=O)(=O)N2CN3CCN(C3)C2)cc1,10.2,-15.1
CC(C)NC(=O)c1nc2c(nnn2Cc2cccc(Cl)c2)c(=O)[nH]1,-7.2,-4.9
COC(=O)c1ccccc1NC(=O)c1c(Br)cnn1C,5.4,3.2
Cc1ccc(CNC(=O)C2CCN(c3nnc(N4CCCC4=O)s3)CC2)cc1,13.6,-12.5
COc1cc(OC)c(NC(=O)CS(=O)(=O)Cc2nc(-c3ccc(C)cc3)oc2C)cc1Cl,9.9,1.5
O=C(Nc1ccc(F)cc1)Nc1nnc(-c2ccco2)s1,2.0,5.8
# Continuation.
SMILES,H9c2 TAG inh,H9c2 TAG inh DAPI viability
Cc1cccc(NC(=O)CSc2nc(N)c(NC(=O)c3cccs3)c(=O)[nH]2)c1,0.5,10.5
CC(C)(C)NC(=O)Nc1cccc(Cl)c1Cl,-13.8,-2.9
NS(=O)(=O)c1ccc(NC(=O)/C=C/c2ccccc2[N+](=O)[O-])cc1,4.4,-0.8
NC(=O)c1ccc(-n2nnnc2SCc2ccccc2)cc1,-10.4,-5.1
COC(=O)C1=C(CSc2nncn2C)NC(=O)NC1c1cc(C)ccc1C (stereo not given),7.5,0.3
O=C(c1cc2ccccc2o1)N1CCC(N2CCC(C(=O)N3CCCC3)CC2)CC1,8.4,8.0
CN(CC(=O)Nc1ccccc1Cl)C(=O)CN1C(=O)C2CCCCC2C1=O (stereo not given),-0.4,-5.6
O=S(=O)(NCCc1cn2ccccc2n1)c1cccs1,-13.3,3.0
Cc1ccc(CNC(=O)CSc2c3c(nc4ccc(Cl)cc24)CCCC3)o1,12.9,-5.7
CCc1ccc(CN(C)C(=O)c2cc(S(=O)(=O)N3CCN(CC)CC3)ccc2Cl)cc1,-8.1,1.0
O=C1CC/C=C\C[C@@H](CC(=O)N(CCO)Cc2ccccc2)C(=O)N[C@H](Cc2ccccc2)CO1,-13.6,-2.3
CCOCCCNC(=O)C(c1ccc(C)cc1)N(Cc1ccc2c(c1)OCO2)C(=O)CNC(C)=O (stereo not given),5.4,-13.6
CC1Cc2ccccc2N1C(=O)c1cc2sccc2n1Cc1ccccc1 (stereo not given),-34.3,-6.0
Cc1cc(NC(=O)CCSc2ccccc2)no1,-4.1,1.8
O=C(OCCCC(=O)N1CCOCC1)c1ccccc1,-3.1,7.6
Cc1ccsc1C(=O)N1CC=C(c2ccccc2)CC1,-19.3,10.1
COc1cccc(/C=N/Nc2ccc(Cl)nn2)c1OC,10.7,-4.5
CC1=C(/C=C/C(C)=C/C=C/C(C)=C/C(=O)O)C(C)(C)CCC1,-4.9,8.8
Cc1cc(C(=O)O)c(C)n1Cc1ccncc1,-1.4,-6.4
O=C(CCNS(=O)(=O)c1ccc(F)c(Cl)c1)NCc1ccccc1F,5.1,-7.7
CN(CC(=O)Nc1ccc(F)c(F)c1F)C(=O)CCc1nc2sc3c(c2c(=O)[nH]1)CCCC3,4.3,-2.4
CCOc1ccc(/C=C2\SC(=S)N(CCC(=O)N(CCO)c3ccccc3)C2=O)cc1,4.6,-6.2
Cc1[nH]c2ccccc2c1/C=N/NC(=O)C1CC1(c1ccccc1)c1ccccc1 (stereo not given),44.6,-2.3
CC(=O)c1cc2c(cc1NC(=O)C1CN(C(C)=O)c3ccccc3O1)OCO2 (stereo not given),1.5,3.2
Cc1ccc(C(=O)NCC(=O)OC(C)C(=O)Nc2ccc(N(C)C)cc2)s1 (stereo not given),3.0,-0.1

# Sorted by molecular weight (smallest number first): four of the compounds above
SMILES,H9c2 TAG inh,H9c2 TAG inh DAPI viability
Cc1cc(C(=O)O)c(C)n1Cc1ccncc1,-1.4,-6.4
O=S(=O)(NCCc1cn2ccccc2n1)c1cccs1,-13.3,3.0
Cc1[nH]c2ccccc2c1/C=N/NC(=O)C1CC1(c1ccccc1)c1ccccc1 (stereo not given),44.6,-2.3
CCc1ccc(CN(C)C(=O)c2cc(S(=O)(=O)N3CCN(CC)CC3)ccc2Cl)cc1,-8.1,1.0

# The list goes on:
SMILES,H9c2 TAG inh,H9c2 TAG inh DAPI viability
COc1cc2c(C#CCO)c(-c3ccc(C#N)cc3)oc(=O)c2cc1OC,-2.0,14.3
C[C@@H]1COC(=O)CCC/C=C\C[C@@H](CC(=O)N(CCO)Cc2ccccc2)C(=O)N1,-10.5,-2.5
COc1ccc(OC)c(C(=O)NC(CC(N)=O)c2ccc(NCCN3CCCC3)c([N+](=O)[O-])c2)c1 (stereo not given),5.3,4.9
Cc1noc(C)c1COc1cccc(C(=O)Nc2ccc(OCc3ccccc3)cc2)c1,14.4,-5.7
N#Cc1c(NC(=O)c2ccc(Br)o2)n(-c2ccccc2)c2nc3ccccc3nc12,10.7,-5.2
CCN1CCN(S(=O)(=O)CC2(C)C3CCC2(C)C(=O)C3Br)CC1 (stereo not given),2.0,4.2
O=C(NNC(=O)c1csc(-c2cccs2)n1)c1ccc(Cl)cc1,-16.4,5.4
NNC(=O)COc1cccc2cccnc12,10.0,-15.6
CCCOc1ccc(N2C(=O)CC(N(CCc3ccc(S(N)(=O)=O)cc3)C(C)=O)C2=O)cc1 (stereo not given),11.5,-3.0
C#CCNC(=O)/C=C/c1ccc(C)cc1,10.8,-6.2
Cc1ccc(C(=O)N2CCN(C(=O)c3ccc(C)cc3)C2)cc1,1.0,-11.3
O=C(Cn1cc([N+](=O)[O-])cn1)N1CCCc2ccccc21,-2.6,2.6
CCCn1c(SC(C)C(=O)N2CCOCC2)nc2ccc(Br)cc2c1=O (stereo not given),-11.8,-3.9
Cc1ccc(Cl)cc1NC(=O)COC(=O)CC(C)(C)C,-7.1,-10.8
CC(C)[C@H](NC(=O)c1ccc(Br)cc1)C(=O)NC1CCCCC1,5.8,-1.9
COc1cc(-c2nc(-c3ccc(NC(=O)c4ccc5c(c4)OCO5)cc3)no2)cc(OC)c1OC,92.8*,-19.4*
CC(C)(C)OC(=O)C[C@H]1C/C=C\C[C@@H](CC(=O)NCCO)C(=O)N[C@H](Cc2ccccc2)COC1=O,-6.2,-5.6
O=C(NC1CCCCC1)C1CCCN(S(=O)(=O)c2cccc3cccnc23)C1 (stereo not given),3.7,-5.0
CCCC(=O)c1cc(F)c(N2CCN(C(=O)OCC)CC2)cc1C,9.6,-13.8

# In the list so far, these have a thiophene ring, fused or not:
SMILES,H9c2 TAG inh,H9c2 TAG inh DAPI viability
COC(=O)c1sccc1NC(=O)Nc1cccc([N+](=O)[O-])c1,2.1,-3.6
O=C(NCc1ccc2c(c1)OCO2)c1cc2c(s1)CSC2,-5.1,-8.0
Cn1c(=O)n(-c2ccccc2)c(=O)c2c3c(sc21)COC(C)(C)C3,4.5,2.6
c1ccc(CNc2nc(Oc3ccncc3)c3sccc3n2)cc1,9.8,-3.9
Cc1cccc(NC(=O)CSc2nc(N)c(NC(=O)c3cccs3)c(=O)[nH]2)c1,0.5,10.5
O=S(=O)(NCCc1cn2ccccc2n1)c1cccs1,-13.3,3.0
CC1Cc2ccccc2N1C(=O)c1cc2sccc2n1Cc1ccccc1 (stereo not given),-34.3,-6.0
Cc1ccsc1C(=O)N1CC=C(c2ccccc2)CC1,-19.3,10.1
CN(CC(=O)Nc1ccc(F)c(F)c1F)C(=O)CCc1nc2sc3c(c2c(=O)[nH]1)CCCC3,4.3,-2.4
Cc1ccc(C(=O)NCC(=O)OC(C)C(=O)Nc2ccc(N(C)C)cc2)s1 (stereo not given),3.0,-0.1
O=C(NNC(=O)c1csc(-c2cccs2)n1)c1ccc(Cl)cc1,-16.4,5.4
